# Compound activity as filed in PubChem.
# OX1R antag-1 = blocks the human orexin 1 receptor; AID 434989; O43613; CHO/OX1R cells, Fluo-8 calcium fluorescence, orexin A; actives 0.43% (n = 330,000); inhibition, % at 5 µM;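 active means inhibition above its plate's threshold, mean inhibition of all tested compounds on the plate plus 3 SD, cut at about 37% in these data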;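 further: 0% = orexin A challenge wells and 100% = SB-334867-A antagonist wells; not every result past the cut was called active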
# Target sequence (O43613 whole entry, looked up): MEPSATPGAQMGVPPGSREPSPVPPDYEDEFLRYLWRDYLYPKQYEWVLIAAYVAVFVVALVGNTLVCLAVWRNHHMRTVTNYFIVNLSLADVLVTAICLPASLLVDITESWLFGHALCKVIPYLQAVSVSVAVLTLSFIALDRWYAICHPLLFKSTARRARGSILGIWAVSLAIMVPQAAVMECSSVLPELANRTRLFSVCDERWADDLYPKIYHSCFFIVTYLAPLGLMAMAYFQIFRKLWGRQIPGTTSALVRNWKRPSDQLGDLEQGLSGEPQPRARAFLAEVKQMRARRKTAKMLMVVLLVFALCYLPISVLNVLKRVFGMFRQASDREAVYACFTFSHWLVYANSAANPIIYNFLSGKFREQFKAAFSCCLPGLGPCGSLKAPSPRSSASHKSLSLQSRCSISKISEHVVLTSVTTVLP
# STK33 inh = human STK33 kinase inhibition. Q9BYT3. purified STK33, MBP phosphorylation, ADP-Glo luminescence. inhibition, % at 10 µM. actives 0.073% (n = 320,000). AID 2661;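 active means inhibition at or above 25%, using the most active replicate where run in duplicate; inactive means inhibition below 25%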
# Target sequence (Q9BYT3 whole entry, looked up): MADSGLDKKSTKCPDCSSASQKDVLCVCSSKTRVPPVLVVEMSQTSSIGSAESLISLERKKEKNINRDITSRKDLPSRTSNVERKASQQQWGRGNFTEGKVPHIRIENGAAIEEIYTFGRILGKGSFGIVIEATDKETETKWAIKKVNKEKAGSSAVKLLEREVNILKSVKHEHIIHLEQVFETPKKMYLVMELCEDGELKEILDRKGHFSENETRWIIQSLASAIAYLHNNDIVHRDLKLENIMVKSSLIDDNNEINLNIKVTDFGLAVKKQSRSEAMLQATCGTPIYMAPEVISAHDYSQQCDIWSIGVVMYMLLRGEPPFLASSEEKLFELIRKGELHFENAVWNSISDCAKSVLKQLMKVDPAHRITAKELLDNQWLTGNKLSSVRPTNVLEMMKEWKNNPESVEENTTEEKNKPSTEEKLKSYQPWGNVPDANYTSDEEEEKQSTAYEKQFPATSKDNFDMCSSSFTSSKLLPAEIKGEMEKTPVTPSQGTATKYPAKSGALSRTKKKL
# OX1R antag-2 = antagonists of human orexin 1 receptor (OX1R); O43613; OX1R-expressing cells, FRET antagonist read-out; inhibition, % at 6.6 µM; actives 1.8% (n = 330,000); AID 485270; in the data active means inhibition mostly above about 38%, no sharp cut-off; inactive means mostly below about 40%;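 further: 0% = agonist challenge alone and 100% = reference antagonist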
# Active calls of the source: *; · = no result given.
# Under each structure: OX1R antag-1	OX1R antag-2	STK33 inh
CS(=O)(=O)c1ccc2nc(NC(=O)c3cc([N+](=O)[O-])cc([N+](=O)[O-])c3)sc2c1
→ -6	14	1.6
COCCOC(=O)C1=C(C)Nc2ncnn2C1c1ccccc1 (stereo not given)
→ -7	1	0.4
CC12CCC(C(=O)NCc3ccccc3Cl)(C(Br)C1=O)C2(C)C (stereo not given)
→ -18	6	0.4
Cc1oc(-c2ccc(Cl)cc2)nc1CN1CCCC(C(=O)NCc2cccnc2)C1 (stereo not given)
→ -19	24	0.6
Cc1ccc(NS(=O)(=O)c2ccc(C(=O)NCc3cccnc3)cc2)cc1
→ -20	9	-3.0
CCCc1cc(=O)oc2cc(C)cc(OCC(=O)NCc3ccccn3)c12
→ -23	13	0.2
Cc1nn(Cc2ccccc2)c(C)c1NC(=O)CSc1n[nH]c(C)c1[N+](=O)[O-]
→ -4	-3	1.1
Cn1c(=O)c2sccc2n2c(CCCC(=O)NCCc3ccc(S(N)(=O)=O)cc3)nnc12
→ -6	6	-0.3
c1ccc2[nH]c(CN3CCOCC3)nc2c1
→ -4	24	-1.0
COc1cccc(NC(=O)Nc2cc(C(=O)NCC3CCCO3)ccc2N2CC3CC(C2)c2cccc(=O)n2C3)c1 (stereo not given)
→ -13	19	0.7
CCn1c(SCC(=O)Nc2nccs2)nnc1-c1ccncc1
→ -15	-8	-2.0
O=C(Nc1ccc(Cl)cc1)N1CCOC12CCCCC2
→ -8	7	-0.8
O=C(Nc1ccc(F)c(F)c1)c1cnc(-c2ccccc2)nc1-c1ccccc1
→ -10	13	-1.9
Cc1ccc(CCN2CC(C(=O)NC3CCCCC3)CC2=O)cc1 (stereo not given)
→ -17	-1	-2.0
Cc1ccc(S(=O)(=O)N2CCOCC2)cc1NC(=O)COC(=O)c1ccc(Br)cc1
→ -15	8	-0.8
COc1cccc(N2CCN(Cc3nc4scc(-c5ccccc5)c4c(=O)[nH]3)CC2)c1
→ -11	14	-0.2
O=C(COC(=O)c1ccc(S(=O)(=O)NCc2ccco2)cc1)Nc1ccc(OC(F)F)cc1
→ 0	34	-1.1
Cc1ccc(CSc2nnc(NC(=O)Cn3cnc4ccccc4c3=O)s2)cc1
→ -12	7	-0.7
CCn1c(=O)c(C(=O)NCCN2CCCCC2)c(O)c2ccccc21
→ -37	11	1.4
Cc1ccc(NC(=O)CSc2nnc(-c3cccs3)o2)cc1S(=O)(=O)N1CCCCC1
→ -16	11	-1.3
Cc1nc2sc(C(c3cccs3)N3CCN(c4ccccc4)CC3)c(O)n2n1 (stereo not given)
→ -9	7	0.6
COc1ccc(F)cc1C(=O)C1CCCN(Cc2cnc(N3CCCC3)s2)C1 (stereo not given)
→ -41	8	-1.6
COc1cc(/C=C/C(=O)OCC(=O)NCCc2ccc(F)cc2)ccc1OC(F)F
→ -27	11	-0.3
O=C(c1nn(-c2ccccc2)c(=O)c2ccccc12)N1CCN(c2ccccn2)CC1
→ -13	13	-0.7
COc1ccc(S(=O)(=O)Cc2ccc(C(=O)NC3CCCCCC3)o2)cc1
→ -27	-6	0.7
Cc1cc(C)c(S(=O)(=O)N2CCN(C3CC(=O)N(c4ccccc4Cl)C3=O)CC2)c(C)c1 (stereo not given)
→ 5	-3	-0.8
O=C(O)C(Cc1c[nH]c2ccccc12)NS(=O)(=O)c1ccccc1 (stereo not given)
→ 3	7	-4.0
COC(=O)C[C@H]1c2cc(C(F)(F)F)ccc2S(=O)(=O)N1Cc1ccc(OC)cc1
→ -24	31	-1.5
Cc1cc(C(=O)COC(=O)c2n[nH]c(=O)c3ccccc23)c(C)n1C(C)C
→ -7	12	1.0
COC(=O)c1sc(C(F)(F)F)c(-c2ccccc2)c1S(=O)(=O)N(C)C
→ 1	11	-5.3
COc1ccc(Cc2nnc(SCC(=O)Nc3ccc(C)c(Cl)c3)[nH]c2=O)cc1
→ -9	27	-1.2
O=C(CSc1nc(=O)n(CCCN2CCOCC2)c2c1CCCC2)Nc1cccc(F)c1
→ -24	13	-0.3
Cc1cc(-c2cc(N)n(-c3ccccc3)n2)c(C)n1C1CCCC1
→ -7	20	1.0
COc1ccc2sc(-c3ccc(N(C)C)cc3)c(C#CCCO)c2c1
→ 34	51*	-0.8
O=C(O)c1ccccc1S(=O)(=O)Cc1ccccc1
→ -5	7	0.0
Cc1cccc(C)c1NC(=O)CSc1nnnn1C
→ -6	8	-0.1
CS(=O)(=O)NCCCNc1c(Cl)cccc1[N+](=O)[O-]
→ -19	27	-1.5
CC(C)CCNC(=O)c1ccc2c(c1)N(C)C(=O)c1ccccc1S2
→ -23	-4	-0.3
O=C/C=C/c1c(-c2ccccc2)cc2oc3ccccc3cc1-2
→ 0	-8	-1.6
CC(C)Cc1nc2ccc(N)cc2[nH]1
→ -3	12	-0.9
Cc1cccc(C)c1NC(=O)CN(C1CCCCC1)S(C)(=O)=O
→ -12	5	-0.5
NC(=O)c1c(NC(=O)COC(=O)c2ccc(O)c(Cl)c2)sc2c1CCCC2
→ -2	4	0.7
CC(=O)c1sc(NC(=O)Cc2c(F)cccc2Cl)nc1C
→ -26	5	-4.0
O=C1CSC(c2ccncc2)N1Cc1ccco1 (stereo not given)
→ 9	-1	-1.1
CCOc1ccc(CN2CCN(Cc3nc(C(C)C)cs3)CC2CCO)cc1 (stereo not given)
→ -17	29	-0.3
COc1ccc(CCNC(=O)COc2nsnc2N2CCOCC2)cc1OC
→ -27	7	-1.4
CCOc1cc(C)c(C(C)C)cc1S(=O)(=O)n1cnc(C)c1
→ -43	23	0.6
CN(C)C(=O)C12CCC(C)(c3nc4ccccc4nc31)C2(C)C (stereo not given)
→ -14	9	-0.4
CC(=O)Nc1ccc(C(=O)OCc2ccc(F)cc2)cc1
→ -20	22	-0.2
COc1cccc(CN(CC(=O)NC2CCCC2)C(=O)CCC(=O)Nc2cc(C)on2)c1
→ -10	11	-2.5
CC(=O)c1cc(-c2ccccc2)n(CCC(=O)NC2CCC(C)CC2)c1C (stereo not given)
→ -8	17	-1.8
CCOc1ccccc1C(=O)OCC(=O)NCC1CCCO1 (stereo not given)
→ -5	-6	-1.1
CC(NC(=O)c1cc(S(=O)(=O)N(C)C)ccc1N1CCCC1)C1CC2CCC1C2 (stereo not given)
→ -23	38	·
CN(c1cccc(Cl)c1)S(=O)(=O)c1cccc(C(=O)NC2=NCCS2)c1
→ -23	25	-2.6
O=C(/C=C/c1ccccc1Cl)NCCCn1ccnc1
→ -3	16	-0.5
COc1ccccc1N1CCN(S(=O)(=O)CCNC(=O)CCCc2ccccc2)CC1
→ -33	27	-0.1
Cc1ccc(C(=O)NCCc2nc3ccccc3[nH]2)cc1[N+](=O)[O-]
→ -12	4	-2.1
CC(C)(C)[C@@H]1C=C(C(=O)NCc2ccccc2)O[C@H](OCc2ccc(CO)cc2)C1
→ -22	13	0.3
Cc1ccc(-c2nnc(N3CCCCCC3)c3ccccc23)cc1
→ 7	29	-0.4
COc1ccc(OC)c(N)c1
→ -20	33	0.4

# New compounds follow
# Under each structure: OX1R antag-1	OX1R antag-2	STK33 inh
CC(C)(C)c1ccc(/C=C2\CCn3c2nc2cc(C(=O)O)ccc2c3=O)cc1
→ -9	-2	-0.8
CCc1ccc(Nc2n[n+](-c3ccccc3)c(-c3ccc(SC)cc3)s2)cc1
→ -28	16	0.2
CCOc1[nH]n(-c2ccccc2)c(=O)c1C=Nc1ccc(F)cc1F
→ -15	8	-0.6
COC(=O)C(F)(Sc1c(C)n(C)n(-c2ccccc2)c1=O)C(F)(F)F (stereo not given)
→ 6	8	-1.7
COc1ccc(-n2nc(C(=O)NCC(=O)N3CCC(C)CC3)c3ccccc3c2=O)cc1
→ -20	42	-0.3
CC(C)(C)c1ccc(C(=O)C=[N+]=[N-])cc1
→ -6	17	-1.3
CN=C1SC(CC(=O)NCCc2ccc(OC)c(OC)c2)C(=O)N1C (stereo not given)
→ 104*	4	0.0
CN(/C(=N/S(=O)(=O)c1ccccc1)c1ccccc1)S(=O)(=O)c1ccccc1
→ 12	15	0.0
C[C@]1(C2CCCC2)Cc2cc(OCC(=O)O)c(Cl)c(Cl)c2C1=O
→ 3	6	-2.2
CC(C)(C)CC(C)(C)N=C1NS(=O)(=O)c2cc([N+](=O)[O-])ccc21
→ -1	34	-1.0
Cc1nn(Cc2ccccc2)c(C)c1NC(=O)c1ccc([N+](=O)[O-])cc1[N+](=O)[O-]
→ -13	45*	-0.4
O=C(NCCN1CCN(C(=O)c2c(F)cccc2F)CC1)C(=O)Nc1ccc(Cl)cc1
→ -10	8	-0.7
CCOc1ccc(Nc2cc(C)nc(N3CCOCC3)n2)cc1
→ -7	18	-3.1
Cc1cc(C)c2c(c1)OC(O)(C(F)F)CC2=O (stereo not given)
→ -1	10	-1.5
COc1ccc(CCNC(=O)CC2SC(=NCc3ccccc3)NC2=O)cc1 (stereo not given)
→ -24	25	14
Cc1ccc(O)c(NC(=S)NC(=O)Cc2ccc(Cl)cc2)c1
→ 107*	-13	-0.7
Cc1cc(NC(=O)C(C)SCC(=O)O)no1 (stereo not given)
→ 10	5	2.2
O=C(CC1Nc2ccccc2NC1=O)NCCc1ccccc1 (stereo not given)
→ -12	29	-0.4
COc1ccc(C2NS(=O)(=O)N=C2N)cc1 (stereo not given)
→ -9	10	-1.0
CCCN1CCc2c(sc(NC(=O)c3ccc(S(=O)(=O)N(C)c4ccccc4)cc3)c2C(N)=O)C1
→ 14	3	-1.0
N#Cc1ccc(/C=N/NC(=S)Nc2ccc(S(=O)(=O)N3CCOCC3)cc2)cc1
→ -17	15	-0.5
CCOC(=O)Cc1cc(-c2ccc(F)cc2)nc2ccc3ccccc3c12
→ -36	13	-0.5
CCCCCn1nc(-c2ccccc2)c2nc3ccccc3nc21
→ -10	16	-0.7
N#CC1(NC(=O)COC(=O)c2cc(=O)[nH]c3ccccc23)CCCCC1
→ -2	2	-1.8
O=C(CCC1CCN(C(=O)c2cncs2)CC1)Nc1ccccc1
→ -12	0	-1.1
COc1ccccc1CNC(=O)COC(=O)Cc1ccc(F)cc1
→ -20	24	0.6
S=C(NCCc1ccccc1)N1CCN(C23CC4CC(CC(C4)C2)C3)CC1
→ -20	10	-0.1
Cc1ccc(S(=O)(=O)/N=C(/Nc2c(C)n(C)n(-c3ccccc3)c2=O)c2ccccc2)cc1
→ -14	4	-1.1
Cc1ccnc2nc(C(=O)Nc3nc(-c4ccccn4)cs3)nn12
→ -8	10	0.4
CC1([N+](=O)[O-])COC2(OC1)C(=O)Nc1ccccc12 (stereo not given)
→ 0	7	-0.2

# One compound at a time, as listed above:
# S=C(NCCc1ccccc1)N1CCN(C23CC4CC(CC(C4)C2)C3)CC1 is entered as OX1R antag-1: -20; OX1R antag-2: 10; STK33 inh: -0.1
# CC1([N+](=O)[O-])COC2(OC1)C(=O)Nc1ccccc12 (stereo not given) is entered as OX1R antag-1: 0; OX1R antag-2: 7; STK33 inh: -0.2
# Cc1cc(NC(=O)C(C)SCC(=O)O)no1 (stereo not given) is entered as OX1R antag-1: 10; OX1R antag-2: 5; STK33 inh: 2.2

# Next section.
# Under each structure: OX1R antag-1	OX1R antag-2	STK33 inh
Cc1cccc(C)c1OCc1cc(C(=O)N(C)Cc2cc(C3CC3)n[nH]2)no1
→ -3	14	0.2
COC(=O)c1c(-c2c(Cl)cccc2Cl)noc1NC(=O)N(C)C
→ -4	14	-0.2
COc1ccc2c(c1)CCc1c(C(=O)Nc3ccc(OC)c(OC)c3)noc1-2
→ -15	3	-2.1
CCCc1nn2c(=O)cc(CSCC(=O)Nc3ccccc3)nc2s1
→ -10	16	-0.8
CC(C)CCNC(=O)c1cccnc1Sc1ccccc1
→ -6	17	-1.0
CCOc1ccccc1N1CCN(C(=O)c2ccc3[nH]c(C)c(C)c3c2)CC1
→ -14	16	0.4
CN(CC(=O)Nc1ccc(F)cc1)C(=O)COC(=O)CCN1C(=O)C2CC=CCC2C1=O (stereo not given)
→ -23	15	-0.1
CCCn1nnnc1SCC(=O)c1ccc2c(c1)OCCO2
→ -14	4	-0.1
Cc1cc(C)c2oc(-c3cccc(N)c3)nc2c1
→ -21	32	-3.5
COc1ccccc1N(C)S(=O)(=O)c1ccc(C(=O)NC2CCCCC2)cc1
→ -15	5	0.2
COc1ccc2[nH]c(=O)c(CN(Cc3ccco3)C(c3nnnn3Cc3ccccc3)C(C)C)cc2c1 (stereo not given)
→ -36	15	7.9
CCOc1ccccc1NC(=O)C1CCN(c2nc(-c3ccc(OC)cc3)no2)CC1
→ -12	13	-2.1
O=C(CSc1nnc(SCc2ccc(Cl)cc2)s1)N/N=C/c1ccccc1Cl
→ -43	29	-0.5
CCOC(=O)C1CCCN(Cc2ccccc2F)C1 (stereo not given)
→ 2	-2	-2.6
COc1cc(C(=O)OCC(=O)N2CCCC2)cc(OC)c1OC
→ -10	23	-0.9
CCOc1cc(C2C(C(C)=O)=C(O)C(=O)N2CCc2c[nH]c3ccccc23)ccc1O (stereo not given)
→ -1	10	-0.5
Cc1ccc2cc(CCNC(=O)C3CCCCC3)c(=O)[nH]c2c1C
→ -14	12	1.4
CCOc1cc(NS(=O)(=O)c2ccc(OC)cc2)c(OCC)cc1NC(C)=O
→ -7	13	-2.2
CCSc1sccc1C1C(C#N)=C(N)N(c2cccnc2)C2=C1C(=O)CC(C)(C)C2 (stereo not given)
→ -16	18	0.0
Nc1nc(CSc2ccccn2)nc(Nc2ccccc2)n1
→ -22	10	-3.0
